Compound activity from PubChem.
CHO parental Ca: counter-screen: ATP calcium response change in parental CHO cells | parental CHO-K1, ATP-induced calcium, Fluo-8 fluorescence | inhibition, % at 5.6 µM | 330,000 compounds, 0.63% hits | AID 463079;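 active = inhibition above that plate's mean sample inhibition plus 3 SD, cut at about 26% in these data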;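 note: 0% = ATP-challenged DMSO wells and 100% = DMSO wells without ATP; some compounds past the cut are filed as inactive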
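Test system: untransfected parental CHO cell line; also added: ATP stimulus; dosing: 5.6 µM, single dose; signal: calcium-sensitive Fluo-8 fluorescence; measure: percent inhibition of ATP-evoked calcium rise, normalized to controls; benchmarks: low control ATP plus DMSO, high control DMSO only; replication: one well per compound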
TAAR1 antag: antagonists of human TAAR1; Q96RJ0; CHO RD-HGA16 TAAR1, Fluo-8 calcium fluorescence, antagonist; inhibition, % at 3 µM; 360,000 compounds, 1.5% hits; AID 624466;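 active = inhibition above a per-plate cutoff, the mean inhibition of test compounds on that plate plus 3 SD, cut at about 49% in these data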;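 note: 0% = DMSO plus EC80 beta-PEA response and 100% = DMSO alone without agonist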
Target sequence (Q96RJ0 whole entry, looked up): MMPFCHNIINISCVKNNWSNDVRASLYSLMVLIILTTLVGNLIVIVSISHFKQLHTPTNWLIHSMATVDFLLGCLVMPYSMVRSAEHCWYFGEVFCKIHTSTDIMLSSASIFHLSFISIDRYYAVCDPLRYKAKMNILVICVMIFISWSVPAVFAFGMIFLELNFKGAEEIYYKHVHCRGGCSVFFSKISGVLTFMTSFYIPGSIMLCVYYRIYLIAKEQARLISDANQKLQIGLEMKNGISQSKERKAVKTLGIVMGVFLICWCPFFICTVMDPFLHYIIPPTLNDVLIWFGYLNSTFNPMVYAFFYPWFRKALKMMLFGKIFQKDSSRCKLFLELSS
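Assay system: CHO-derived RD-HGA16 cells stably expressing human TAAR1 plus Gα16. Timing: 140 s kinetic read after compound, 140 s after agonist. Technique: kinetic Fluo-8 calcium fluorescence measurement. Measure: % inhibition of agonist calcium response.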
CHO-K1 Ca ag: M1 agonist counterscreen hit in parental CHO-K1 cells; Fluo-8 calcium fluorescence; scaled to maximal ATP response, vehicle zero; activation, % at 3 µM; 360,000 compounds, 0.48% hits; in the data active = activation above about 15%;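 note: untransfected CHO-K1 host cells lacking M1 receptor as counterscreen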
M1 PAM parental: nonselective activator or artifact in parental CHO-K1 calcium assay; AID 602247; ATP EC20, Fluo-8 calcium fluorescence; 0% at ATP EC20, 100% at ATP max; activation, % at 3 µM; 360,000 compounds, 0.02% hits;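 active = activation above the run cutoff, the mean activation of all test compounds plus 3 SD, cut at about 40% in these data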;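 note: peak over basal fluorescence ratio in a 140 s read after ATP addition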
M1 PAM: human CHRM1 positive allosteric modulation; 360,000 compounds, 0.088% hits; activation, % at 3 µM; CHO-K1 hM1, Fluo-8 calcium fluorescence, ACh EC20; 0% = ACh EC20, 100% = maximal ACh; AID 588819; P11229; in the data active = activation above about 19%, passing the limit was not always enough
Target sequence (P11229 whole entry, looked up): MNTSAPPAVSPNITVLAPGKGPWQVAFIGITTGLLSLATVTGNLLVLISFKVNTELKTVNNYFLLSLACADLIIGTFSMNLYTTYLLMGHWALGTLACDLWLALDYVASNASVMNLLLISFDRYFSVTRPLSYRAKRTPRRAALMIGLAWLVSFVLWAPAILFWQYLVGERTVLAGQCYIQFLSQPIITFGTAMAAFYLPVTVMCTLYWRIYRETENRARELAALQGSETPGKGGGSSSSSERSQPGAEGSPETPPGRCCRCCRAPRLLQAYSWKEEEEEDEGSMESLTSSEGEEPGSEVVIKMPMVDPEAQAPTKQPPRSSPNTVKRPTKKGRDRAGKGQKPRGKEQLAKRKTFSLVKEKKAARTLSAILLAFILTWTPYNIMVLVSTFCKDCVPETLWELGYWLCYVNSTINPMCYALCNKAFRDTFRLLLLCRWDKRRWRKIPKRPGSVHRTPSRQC
TAAR1 ag: agonists of human TAAR1 | 360,000 compounds, 0.99% hits | CHO RD-HGA16 TAAR1, Fluo-8 calcium fluorescence; vehicle wells 0%, saturating PEA agonist 100% | activation, % at 3 µM;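 active = activation above the mean activation of all test compounds in the run plus 3 SD, cut at about 38% in these data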
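System: CHO-derived RD-HGA16 cells with stable Gα16 and human TAAR1. Times: 17-24 h plating, Fluo-8 75 min 37 °C, 30 min RT. Measured by: calcium-sensitive Fluo-8 signal, excitation 470-495, emission 515-575 nm. Read-out basis: % activation relative to PEA EC100 response. Control set: DMSO and PEA EC100. Repeats: no replicates (n 1).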
CHRM1 antagonist: blocks human M1 muscarinic receptor | P11229 | CHO-K1 hM1, Fluo-8 calcium fluorescence, ACh EC80 antagonist | inhibition, % at 3 µM | 360,000 compounds, 1.3% hits | AID 588852;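 active = percent inhibition above its own plate's cutoff, namely the mean of that plate's compound wells plus 3 SD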;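 note: peak over basal fluorescence ratio during 140 s after agonist addition; 0% = ACh EC80 plus DMSO and 100% = DMSO alone without agonist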
CHRM1 agonist: activates human CHRM1 receptor; P11229; CHO-K1 hM1, Fluo-8 calcium fluorescence, agonist mode; 0% DMSO, 100% acetylcholine EC100; 360,000 compounds, 0.33% hits; activation, % at 3 µM;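 active = activation above the run's mean compound activation plus 3 SD, cut at about 16% in these data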;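 note: peak over basal fluorescence ratio within a 140 s kinetic read after compound addition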
CHO-K1 Ca antag: M1 antagonist counterscreen hit in parental CHO-K1 cells; ATP-induced calcium, Fluo-8 fluorescence; inhibition, % at 3 µM; 360,000 compounds, 0.6% hits;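 active = inhibition above a per-plate cutoff, the plate's mean sample inhibition plus 3 SD, cut at about 24% in these data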;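 note: 0% = DMSO plus EC80 ATP and 100% = DMSO alone without ATP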
The depositor's hits bear a star; . = not tested or not shown.

SMILES	CHO parental Ca	TAAR1 antag	CHO-K1 Ca ag	M1 PAM parental	M1 PAM	TAAR1 ag	CHRM1 antagonist	CHRM1 agonist	CHO-K1 Ca antag
CCOC(=O)C1(C)CCCN(C(=O)CCc2ccccc2)C1 (stereo not given)	.	-22	0.5	15	6	3	-14	-3	2
CCOc1ccccc1NC(=O)CC1Nc2ccccc2NC1=O (stereo not given)	-23	7	0.3	-1	1	1	-13	1	6
CCN(CC)Cc1ccccn1	8	-10	4.2	22	10	2	-15	1	-1
COc1ccc(C(=O)N2CCN=C2SC)cc1	0	-21	0.3	5	10	3	-7	-2	-1
Cc1cccc(C)c1NC(=O)C1c2ccccc2OCC(=O)N1C1CC1 (stereo not given)	.	-3	0.7	10	.	3	.	.	-9
CCOC(=O)c1c(CN2CCOCC2)oc2ccc(OC(C)=O)cc12	-5	8	1.4	10	10	4	-21	-3	-11
CN(CC(=O)Nc1ccc(F)cc1)C(=O)COC(=O)c1ccccc1	-9	6	1.4	2	12	3	-7	1	-7
CCC1C(=O)N=C(SCC(=O)Nc2ccc(S(N)(=O)=O)cc2)NC1=O (stereo not given)	10	5	0.5	6	7	1	12	1	8
CC(C)CCOc1ccc(C2CC(=O)N(C)C2=O)cc1 (stereo not given)	-6	15	0.1	15	12	1	-15	-4	-9
COc1cc(OC)c(C(=O)NNC(=O)c2ccc(NS(=O)(=O)c3cccs3)cc2)cc1OC	.	-17	-0.1	-2	6	2	-4	-8	-4
Cc1ccc(S(=O)(=O)N(C)C)cc1NC(=O)COC(=O)C1CCN(S(=O)(=O)c2cccs2)CC1	-3	22	-0.4	-20	-3	1	8	-2	6
COc1ccc(-c2cc3ccc(O)cc3oc2=O)cc1OC	-10	-14	2.0	10	-2	3	-4	0	-13
CCN(C(=O)CN1CCN(Cc2ccccc2)CC1)c1c(N)n(Cc2ccccc2)c(=O)[nH]c1=O	-19	-14	0.5	21	14	1	-4	-7	-7
CCCN(C(=O)Cc1coc2cc(OC)ccc12)C1CCS(=O)(=O)C1 (stereo not given)	-4	2	0.1	-17	0	0	8	0	-11
COc1ccc(C(O)c2ncc(-c3cccc(OCc4ccccc4)c3)[nH]2)cc1F (stereo not given)	.	.	0.5	3	0	.	-3	-2	-5
CCc1ccc(OCC(=O)Nc2ccc(CN3CCCCC3)cc2)cc1	-10	8	2.1	7	-17	19	12	-12	-3
CS(=O)(=O)Nc1ccc(Oc2ncccn2)cc1	-9	5	0.7	7	5	-1	-8	-3	-14
CCCc1nn(C)c(C(=O)Nc2ccc(C(C)(C)C)cc2)c1Cl	-28	1	0.2	4	1	-1	-5	-8	4
CC(OC(=O)c1nn(C)c(=O)c2ccccc12)C(=O)Nc1ccc(S(N)(=O)=O)cc1 (stereo not given)	4	-20	0.2	-17	1	1	-7	0	5
COc1ccc(S(=O)(=O)CCc2nnc(NC(=O)c3cccs3)s2)cc1	4	-11	0.2	-7	3	8	3	-2	13
Cc1cccn2c(NC(=O)c3ccccc3F)c(-c3ccccc3)nc12	-15	10	3.2	-1	-11	5	14	-2	-7
O=C1CCN(S(=O)(=O)c2ccccc2)CCN1CCOCc1ccc(Cl)cc1	-14	4	3.0	15	1	5	-7	1	-12
Cc1cc(C)cc(NC(=O)C2CCCN2C(=O)NC2CCCCC2)c1 (stereo not given)	-7	-2	0.1	12	7	3	0	-2	-7
Cc1cc(C(=O)CN2CC(C)OC(C)C2)c(C)n1-c1ccccc1 (stereo not given)	-14	-2	-0.2	-1	1	9	-3	-6	3
O=C(O)COc1ccc(-c2nc(-c3ccccc3)c(-c3ccccc3)[nH]2)cc1	5	-10	1.0	19	6	1	-7	-6	-10
O=C(COC(=O)c1ccc(Br)o1)NCCCc1ccccc1	-10	7	-0.1	5	3	2	-18	-4	0
CCCCCCCSc1nnc(N)s1	-7	-35	0.2	19	6	9	-3	-4	-6
CCOC(=O)C1C(=O)NCC2CCCC21 (stereo not given)	-4	-9	-0.1	2	12	0	-14	1	2
COC(=O)c1ccc(C(=O)OC)c(NC(=O)C(C)C)c1	-4	17	0.1	20	12	1	-8	-6	-12
c1ccc(C2CCCN(Cc3nc(CC4CC4)no3)CC2)cc1 (stereo not given)	-32	0	-0.1	7	2	0	-9	-12	1
CC(=O)Oc1ccc(-c2ccc(C(=O)NCCc3ccc(S(N)(=O)=O)cc3)cc2)cc1	-6	10	5.3	10	-7	3	8	-2	-13
Cc1ccc(S(=O)(=O)/N=C(/Nc2ccc([N+](=O)[O-])cc2)c2ccccc2)cc1	-17	-21	1.8	6	14	0	-8	1	-7
Cn1c(CCNC(=O)c2ccccc2F)nnc1SCC(=O)Nc1nncs1	4	-2	-0.1	9	14	0	-6	-2	3
COc1ccc(S(=O)(=O)Nc2c(C)nc3nc[nH]n3c2=O)cc1	7	-11	1.0	18	9	1	3	-4	-8
CS(=O)(=O)Nn1cnc2ccccc2c1=O	-9	3	-0.2	-8	-3	6	-5	1	15
CCOC(=O)C1=C(C)c2ccccc2OC1C(=O)OCC (stereo not given)	-11	-34	-0.2	12	17	2	-18	-8	-20
CCOC(=O)CSc1nc(N2CCOCC2)c2c(c1C#N)CC(C)(C)OC2	-19	-12	2.4	15	0	3	-2	-8	-16
Cc1nnc(N2CCN(c3ccccc3)CC2)[nH]c1=O	3	8	0.2	15	4	-1	-14	-2	-6
Cc1ccc(OCC(=O)N2N=C(c3ccc(Cl)cc3)CC2c2ccco2)c([N+](=O)[O-])n1 (stereo not given)	-10	-13	-0.2	17	9	11	-12	-7	-4
COc1ccc(-c2cncnc2-c2ccc(OC)cc2O)cc1	-8	0	1.3	8	9	-1	-10	-3	-17
CC(=O)OCC1OC(OC(C)=O)C(NC(=O)c2cccnc2)C(OC(C)=O)C1OC(C)=O (stereo not given)	1	9	0.2	11	0	0	-6	-5	-2
C=CCNc1nnc(SCC(=O)N2CCC(C(N)=O)CC2)s1	-10	-4	1.6	-14	9	3	-9	-3	0
Cc1noc(C)c1CSCC(=O)N(CCC(C)C)c1c(N)n(Cc2ccccc2)c(=O)[nH]c1=O	-27	-1	0.5	6	8	0	-13	-2	-12
CC(=O)c1cnc(-c2cccc(Cl)c2)s1	-8	1	0.7	12	8	3	-9	-5	-15
CCOC(=O)C1(Nc2nccs2)Sc2ccccc2NC1=O (stereo not given)	-3	3	1.9	11	6	3	-5	-2	-6
COC(=O)c1cccc(NCN2C(=O)c3ccccc3C2=O)c1	-1	-6	-0.6	-5	2	5	-2	-2	16
Cc1ccccc1NC(=O)NNC(=O)c1ccc2ccccc2c1O	-14	-13	0.1	-25	-2	1	7	-2	17
O=C(C/C=N\OCc1ccc([N+](=O)[O-])cc1)Nc1ccc(F)cc1F	-17	12	29*	12	8	17	-15	-8	4
C/C(=N\N=C1/NC(=O)C(C)S1)c1ccc([N+](=O)[O-])cc1 (stereo not given)	-22	4	0.6	21	14	-1	-9	-8	-7
N#C/C(=C\C1=C(N2CCOCC2)C(=C\c2ccc(Cl)cc2)/CC1)C(=O)Nc1ccccc1F	-12	-4	2.5	21	9	3	1	-3	3
COc1ccc(NC(=O)CS(=O)CC(=O)Nc2ccc(-n3cnnn3)c(C)c2)cc1 (stereo not given)	-8	7	0.9	11	12	-1	-14	-2	-19
CCc1nc2c(OCc3ccc(OC(F)F)cc3)cccn2c1N(C)C(=O)c1cccs1	.	6	-0.3	-10	1	1	-11	-8	3
Cc1cc(C)nc(-n2nc(C)c(Br)c2Nc2ccc(Br)cc2)n1	-24	-10	-0.2	18	8	10	-2	-6	-7
CCc1cccc(C)c1NC(=S)N(CCN(C)C)Cc1cccs1	-16	-4	-0.3	-22	-7	1	16	-8	16
COc1cc(C(=O)N2CCN(C)CC2)cc(OC)c1OC	-1	-12	1.0	12	13	0	-17	-1	-17
COC(=O)NC1CSCC1OC(=O)CN1C(=O)c2ccccc2C1=O (stereo not given)	-6	-14	0.6	11	7	7	-4	-4	-1
